ALOX12 inh = inhibitors of human 12S-lipoxygenase ALOX12; purified 12hLO, xylenol orange hydroperoxide absorbance; hit rate 1.1% among 580,000; P18054; Potency, µM (highest dose often 108 µM), for the others: top-dose activity change, negative = inhibition, usual class: inhibitors; further: on the % scale 0 is the no-effect control and ±100 the full control effect
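Hydroperoxide product was detected by ferrous iron/xylenol orange as the 573 to 405 nm absorbance ratio. Arachidonic acid at 40 uM (final) was turned over for 30 min at room temperature by 150 nM human 12hLO, pH 7.0 Hepes buffer, after 15 min compound preincubation.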
IDH1 R132H inh = human IDH1 R132H inhibition; IDH1-R132H enzyme, NADPH consumption, diaphorase/resazurin fluorescence; hit rate 0.093% among 390,000; Potency, µM (doses to about 76.6 µM), for inactives: at the highest dose activity change, negative = inhibition, hits mostly inhibitors; O75874; further: on the % scale 0 is the no-effect control and ±100 the full control effect; nearly all actives have a fitted effect of over 65% in size
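IDH1-R132H (0.5 ug/mL dispensed) in pH 7.5 Tris buffer was preincubated 30 min with compound, then given a substrate mix of 0.016 mM NADPH and 2 mM alpha-KG for 80 min at room temperature; remaining NADPH was read by diaphorase/resazurin fluorescence.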
RGS4 inh = inhibitors of human regulator of G protein signaling 4; P49798; Transcreener GDP fluorescence polarization, RGS4-accelerated GTP hydrolysis; hit rate 0.039% among 390,000; AID 504845; Potency, µM (titrated, usually from 114 µM), for inactives: at the highest dose activity change, negative = inhibition, hits mostly inhibitors; further: on the % scale 0 is the no-effect control and ±100 the full control effect; nearly all actives have a fitted effect of over 75% in size; some results filed as inactive show a strong effect at the top dose
Target sequence (P49798 whole entry, looked up): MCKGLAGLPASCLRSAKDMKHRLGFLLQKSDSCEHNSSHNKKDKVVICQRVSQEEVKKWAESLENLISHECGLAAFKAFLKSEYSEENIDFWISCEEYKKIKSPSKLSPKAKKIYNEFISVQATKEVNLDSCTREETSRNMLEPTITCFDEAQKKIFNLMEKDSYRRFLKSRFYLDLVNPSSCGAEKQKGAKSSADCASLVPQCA
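MLSMR compounds (23 nl, pin-transferred) preincubated 10 min at room temperature with a 500nM (2x) first reagent, then RGS4 at 900nM (2x) plus Transcreener GDP mix added; fluorescence polarization (620/688 nm) read before and after 90 min at 30 °C.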
RXFP1 agonist = agonists of human relaxin receptor RXFP1. HEK293T-RXFP1 cAMP TR-FRET, 30 min; response scale: percent of porcine relaxin response, buffer zero. Potency, µM (top dose mostly 57.5 µM), inactives show top-dose activation, hits mostly activators. hit rate 0.3% among 370,000; further: on the % scale 0 is the no-effect control and ±100 the full control effect; nearly all actives have a fitted effect of over 60% in size; many of its hits are not listed in these tables
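Agonist response is measured as cAMP accumulation in an RXFP1-transfected HEK293T line under PDE4 inhibition. Values are scaled between buffer-only and 29 nM porcine relaxin, and EC50s come from standard Hill equation fits.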
Vif-APOBEC3G blk = Vif-A3G binding inhibition; hit rate 0.076% among 410,000; Q9HC16; AID 602310; Potency, µM (highest dose often 46.1 µM), for inactives: at the top dose activity, negative = active, usual class: inhibitors; HeLa A3G-eYFP + Vif (tagged APOBEC3G with the HIV-1 protein that degrades it), YFP fluorescence, overnight;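 further: on the % scale 0 is the no-effect control and ±100 the full control effect; nearly all actives have a fitted effect of over 60% in size; hits raise eYFP signal because A3G escapes Vif-driven loss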
Target sequence (Q9HC16 whole entry, looked up): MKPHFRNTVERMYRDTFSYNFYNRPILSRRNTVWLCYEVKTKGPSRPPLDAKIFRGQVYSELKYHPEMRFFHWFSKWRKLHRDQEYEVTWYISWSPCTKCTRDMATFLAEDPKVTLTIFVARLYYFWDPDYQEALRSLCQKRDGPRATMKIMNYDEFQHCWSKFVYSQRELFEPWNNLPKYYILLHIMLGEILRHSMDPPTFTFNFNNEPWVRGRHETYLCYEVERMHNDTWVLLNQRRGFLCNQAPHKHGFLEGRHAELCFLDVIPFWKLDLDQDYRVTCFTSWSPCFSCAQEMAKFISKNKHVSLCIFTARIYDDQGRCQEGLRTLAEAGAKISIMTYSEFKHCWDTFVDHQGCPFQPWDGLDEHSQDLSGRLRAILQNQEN
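HeLa cells stably expressing Vif and C-terminally eYFP-tagged A3G, seeded overnight at 37 deg C, then exposed to compound by pintool overnight at 37 deg C. Rise in yellow fluorescence (Ex 488/Em 500-530, Acumen) marks blocked Vif-driven A3G degradation.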
TrxR1 substrate = substrates of rat thioredoxin reductase 1. O89049. purified TrxR1 substrate turnover, NADPH consumption readout. Potency, µM (top dose mostly 114 µM), without a hit: at the highest dose activity change, negative = substrate turnover. hit rate 0.01% among 390,000; further: on the % scale 0 is the no-effect control and ±100 the full control effect; nearly all actives have a fitted effect of over 50% in size
Target sequence (O89049 whole entry, looked up): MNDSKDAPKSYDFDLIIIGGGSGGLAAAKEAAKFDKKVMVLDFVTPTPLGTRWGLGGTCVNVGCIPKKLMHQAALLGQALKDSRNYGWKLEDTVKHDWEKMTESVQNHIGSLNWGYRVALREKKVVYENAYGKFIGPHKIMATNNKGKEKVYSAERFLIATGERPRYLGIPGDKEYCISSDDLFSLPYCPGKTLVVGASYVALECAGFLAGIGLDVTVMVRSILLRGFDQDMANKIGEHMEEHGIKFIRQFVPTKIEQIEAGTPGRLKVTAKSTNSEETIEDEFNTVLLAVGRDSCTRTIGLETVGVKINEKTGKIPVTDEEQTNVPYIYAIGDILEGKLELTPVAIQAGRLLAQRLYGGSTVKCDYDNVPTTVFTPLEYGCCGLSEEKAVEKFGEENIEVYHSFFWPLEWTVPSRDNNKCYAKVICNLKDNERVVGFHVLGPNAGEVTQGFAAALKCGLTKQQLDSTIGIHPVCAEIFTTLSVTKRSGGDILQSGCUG
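Rat TrxR1, dispensed at 90 nM, was prereduced with 400 uM NADPH (final) for 5 min at ~22 deg C, then incubated with compound 15 min before 400 uM selenite. A first-read NADPH fluorescence drop versus no-compound background flagged substrates.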
USP1 inh = blocks the human USP1/UAF1 deubiquitinase complex; O94782; recombinant USP1/UAF1, Ub-Rhodamine cleavage fluorescence; Potency, µM (series often up to 57.1 µM), without a hit: top-dose activity change, negative = inhibition, hits mostly inhibitors; hit rate 0.23% among 390,000; AID 743255; further: on the % scale 0 is the no-effect control and ±100 the full control effect; nearly all actives have a fitted effect of over 60% in size; inactives centre near -12
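Step one: compound is pinned into 1nM USP1/UAF1 in HEPES pH 7.8 buffer with TCEP. Step two: 15 min room-temperature incubation. Step three: Ub-Rho (150nM final) starts cleavage, tracked by fluorescence over six one-minute reads.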
TrxR1 inh = blocks rat thioredoxin reductase 1; hit rate 1% among 390,000; O89049; Potency, µM (highest dose often 114 µM), without a hit: at the highest dose activity change, negative = inhibition, hits mostly inhibitors; recombinant rTrxR1, NADPH fluorescence consumption, selenite substrate; AID 588453; further: on the % scale 0 is the no-effect control and ±100 the full control effect; nearly all actives have a fitted effect of over 65% in size
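Rat TrxR1 (90 nM in the dispensed reagent) was pre-reduced with 400 uM NADPH for 5 min at room temperature, then incubated with compound for 15 min. After 400 uM selenite was added, NADPH fluorescence (Ex 340/Em 450 nm) was followed for 8 min.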
Vif-A3F inh = blocks the Vif interaction with APOBEC3F; hit rate 0.2% among 390,000; AID 602313; HeLa A3F-eYFP + Vif (tagged APOBEC3F with the HIV-1 protein that degrades it), YFP fluorescence increase; Potency, µM (doses to about 46.1 µM), for the others: at the highest dose activity, negative = active; further: % of control where 0% means no effect; nearly all actives have a fitted effect of over 65% in size
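Fluorescence increase (Ex 488/Em 500-530) after overnight compound treatment at 37 deg C flags inhibition of Vif-driven A3F-eYFP loss in stable HeLa A3F-eYFP/Vif cells seeded overnight beforehand.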
* marks the source's active call; other numbers are inactive results; ? = inconclusive; / = no result given; & = joins results of further samples; [ ] = another dose, or the depositor's remark. The call rests on the fitted dose curve; in most records, active means well fitted curve in the direction sought with a large enough effect; inconclusive means small, poorly fitted or top-dose-only effect, or another doubt; inactive means no such curve, though single readings can be large; an effect the other way counts as inactive or inconclusive. Potency means the concentration at half of the fitted maximal effect. An excerpt; count on the stated rates, not on these rows.

SMILES	ALOX12 inh	IDH1 R132H inh	RGS4 inh	RXFP1 agonist	Vif-APOBEC3G blk	TrxR1 substrate	USP1 inh	TrxR1 inh	Vif-A3F inh
O=C(NCc1ccco1)c1cc(S(=O)(=O)N2CCCCC2)ccc1Cl	5.2%	-0.5%	-20.6%	1.4%	0.3%	6.8%	-26.0%	22.7%	0.8%
O=C(Nc1ccccc1)N1CCCN(c2c(Cl)cncc2Cl)CC1	174.1%[activator]	1.0%	2.1%	1.2%	2.7%	-3.9%[57.1 µM]	-8.6%	1.2%[57.1 µM]	0.9%
CCOC(=O)c1[nH]c(C)c(CCC(=O)NCc2ccc(C)cc2)c1C	-5.5%	-0.8%	-7.1%	2.0%	2.6%	-3.9%[57.1 µM]	3.6%	10.6%[57.1 µM]	5.0%
CC(C)(C)NC(=O)Cn1nnc(-c2cccs2)n1	33.0%	-0.5%	18.0%	-0.4%	0.3%	4.5%[57.1 µM]	-8.1%	2.4%	-1.9%
CSc1ccc(CCNC(=O)Cn2ncc3c([nH]c4ccccc43)c2=O)cc1	-14.0%&-7.8%	8.6%&13.9%	-10.0%&16.0%	15.5%&10.7%	0.5%&-1.7%	-1.0%&-5.7%	?	13.5%&6.7%	-5.8%&0.4%
Cc1ccc(NC(=O)c2cnc3sc(N4CCOCC4)nn3c2=O)cc1N(C)C	4.2%	-2.8%	-6.5%	4.2%	2.2%	-6.7%	-11.9%	-2.2%	3.9%
CN1OCC(S(=O)(=O)c2ccccc2)C1c1ccccc1 (stereo not given)	14.2%	-9.3%	24.0%	-0.6%	-2.1%	-3.8%[57.1 µM]	-15.4%	-6.2%[57.1 µM]	9.2%
O=C1N/C(=C/c2cccs2)C(=O)N1Cc1ccc(F)cc1	0.0%	-4.3%	-17.1%	2.5%	-1.1%	-6.0%[57.1 µM]	-11.1%	31.0%[57.1 µM]	4.7%
Cc1nnc(NC(=O)CSc2nnc(Cc3cccn3C)n2-c2cccc(C(F)(F)F)c2)s1	6.7%	0.7%	-30.2%	1.5%	2.3%	-0.4%[57.1 µM]	-5.0%	?	5.1%
CC1(C)CC(=O)CC(=O)/C1=N\Nc1c(Cl)cc(Cl)cc1Cl	0.0%	-1.1%	-10.0%	-1.4%	0.0%	-9.3%	-23.0%	6.7%[57.1 µM]	5.0%
CC(C)c1ccc(C2CC(c3ccc(Br)cc3)=NN2C(N)=S)cc1 (stereo not given)	44.7µM*	1.9%	17.9%	5.7%	0.6%	-11.0%	-10.7%	-1.1%	-18.9%
O=C(CSc1ccccc1F)NC(=O)NC1CCCC1	-0.8%	-0.8%	/	/	0.1%	/	-12.7%	/	2.0%
Cc1cc(=O)oc2cc(NC(=S)NCc3ccccn3)ccc12	?	0.0%	-33.0%	22.5%	-0.2%	31.6%	-23.0%	23.7%	-0.2%
CC(=O)c1ccc(N2CCN(CC(=O)N(C3CC3)C3CCS(=O)(=O)C3)CC2)c(F)c1 (stereo not given)	-16.2%	6.7%	1.2%	-2.1%	3.0%	-14.7%	-12.7%	-21.9%	-6.5%
CCc1ccc(C)[n+](CC(=O)c2cccs2)c1	41.6%[activator]	5.3%	-5.9%	1.5%	-1.7%	12.2%	-12.3%	23.4%	-8.2%
CCC(=O)N/N=C(\C)CC(=O)Nc1ccc2c(c1)OCCO2	12.8%	-11.5%	-4.3%	2.7%	-4.6%	-7.0%[57.1 µM]	6.3%	-0.7%[57.1 µM]	0.4%
CCC(CC)C(=O)Nc1nnc(S(=O)(=O)N2CCCCCC2)s1	12.4%[57.4 µM]	6.3%&-1.0%	-4.2%&1.4%	1.5%&-2.7%	-0.3%&1.7%	4.4%&3.3%	-12.7%&0.6%	23.5%	1.5%&-9.3%
COc1ccc(N2CC(C(=O)NC3CCSC3=O)CC2=O)cc1 (stereo not given)	-2.3%	-11.0%	-5.9%	-2.5%	-2.2%	0.2%	-24.3%	3.9%	-3.6%
O=C(CNC(=O)C1CCCCC1)OCC(=O)c1ccc(Br)cc1	75.5%[activator]	4.6%	-8.8%&9.2%	-0.1%	0.3%&-8.6%	9.4%[0.0914 µM]	-23.7%	4.2%&21.3%	-5.2%
Clc1cncc(Cl)c1N/N=C/c1ccncc1	-1.4%	-2.1%	-22.1%	3.0%	3.8%	-16.3%	-9.1%	-10.9%	-4.2%

One compound at a time, from the list above. Values in the order: ALOX12 inh, IDH1 R132H inh, RGS4 inh, RXFP1 agonist, Vif-APOBEC3G blk, TrxR1 substrate, USP1 inh, TrxR1 inh, Vif-A3F inh
O=C(CNC(=O)C1CCCCC1)OCC(=O)c1ccc(Br)cc1 in the list: 75.5%[activator], 4.6%, -8.8%&9.2%, -0.1%, 0.3%&-8.6%, 9.4%[0.0914 µM], -23.7%, 4.2%&21.3%, -5.2%
Clc1cncc(Cl)c1N/N=C/c1ccncc1 in the list: -1.4%, -2.1%, -22.1%, 3.0%, 3.8%, -16.3%, -9.1%, -10.9%, -4.2%
CC(C)(C)NC(=O)Cn1nnc(-c2cccs2)n1 in the list: 33.0%, -0.5%, 18.0%, -0.4%, 0.3%, 4.5%[57.1 µM], -8.1%, 2.4%, -1.9%
CCc1ccc(C)[n+](CC(=O)c2cccs2)c1 in the list: 41.6%[activator], 5.3%, -5.9%, 1.5%, -1.7%, 12.2%, -12.3%, 23.4%, -8.2%

Following part:
SMILES	ALOX12 inh	IDH1 R132H inh	RGS4 inh	RXFP1 agonist	Vif-APOBEC3G blk	TrxR1 substrate	USP1 inh	TrxR1 inh	Vif-A3F inh
COC(=O)c1cccc(S(=O)(=O)N2CCC(n3nnc4cc(F)ccc43)CC2)c1	-9.8%	-1.8%	-0.8%[11.4 µM]	0.4%	-0.7%	8.5%[57.1 µM]	-8.3%	38.8%	-4.0%
CCN(CC)CCCNC(=O)Cn1cnc2ccc(S(=O)(=O)N3CCC(C)CC3)cc2c1=O	-8.1%	27.1%	3.6%	?	0.8%	15.1%[57.1 µM]	-5.7%	21.5%[11.4 µM]	-22.1%
CC(=O)Nc1cccc(OCC(=O)Nc2sccc2C(N)=O)c1	0.0%	0.0%	-5.6%	10.0%	0.3%	-8.4%	-20.2%	-12.2%	0.4%
COc1cc(C(=O)NCc2cc(C)nc3ccccc23)cc(OC)c1OC	-0.6%	8.9%	-12.6%	0.3%	-6.0%	10.4%[57.1 µM]	4.7%	31.1%[activator][57.1 µM]	-20.4%
COc1cc(NC(=O)Cc2nn(C)c(=O)c3ccccc23)cc(OC)c1OC	14.5%	1.3%	12.6%	-0.2%	1.8%	-0.8%	-16.3%	10.6%	-7.3%
Cc1cccc(NC(=O)c2cccc(NC(=O)c3ccccc3)c2)n1	-8.2%	5.8%	-14.7%	0.9%	-2.9%	5.5%	-14.8%	8.0%	6.5%
CC(C)CCNC(=O)C1CC(c2ccc(C(F)(F)F)cc2)=NO1 (stereo not given)	-0.3%	11.8%	2.0%	-0.3%	-0.8%	-5.1%[57.1 µM]	-18.0%	4.5%[57.1 µM]	1.6%
O=C(CN1CCCN(S(=O)(=O)c2ccc(F)cc2)CC1)Nc1c(Cl)cccc1Cl	11.4%	-1.2%	1.9%	4.4%	-0.4%	2.6%	-4.6%	5.6%	11.0%
CCc1cc2c(SCC(=O)NCC3CCCO3)ncnc2s1 (stereo not given)	10.7%	1.8%	-2.7%	0.2%	0.4%	-16.6%	-5.5%	-10.5%	1.8%
COc1ccc(-n2cc(C(=O)c3cc(Cl)ccc3O)cc(C#N)c2=O)cc1	?	7.7%	-20.2%	6.2%	-15.3%	6.0%[57.1 µM]	-18.5%	8.9%[57.1 µM]	-2.5%
NNC(=O)CNc1cccc(Cl)c1	34.0%[activator]	-6.5%	-10.6%	1.1%	1.4%	0.9%	-13.7%	9.3%	5.7%
O=C(Cn1cncn1)NCc1cccc(C(F)(F)F)c1	20.4%	-0.3%	-5.7%	-1.8%	-1.3%	3.4%	-20.6%	24.2%	5.6%
Cc1c(OCC(=O)NCC(O)c2ccccc2)ccc2c(-c3ccccc3)cc(=O)oc12 (stereo not given)	-10.4%	-10.5%	-10.7%	0.0%	-13.6%	14.6%	-15.6%	24.7%	5.7%
O=C(O)c1ccc(CSc2ncnc3c2cnn3Cc2ccccc2)cc1	-5.3%	-3.3%	10.9%	-2.1%	1.2%	4.3%	-12.0%	-13.5%	-2.3%
COc1ccc(C)cc1NC(=O)c1[nH]c(C)c(C(C)=O)c1C	0.0%	3.0%	-30.0%	2.0%	-9.1%	-4.7%	-24.0%	6.8%	-7.1%
COc1ccc2nc(C)cc(SCC(=O)N/N=C/c3ccc(O)cc3O)c2c1	-11.2%	6.5%	-15.3%	6.2%	-26.4%	-11.2%	-9.1%	-13.0%	-0.3%
Cc1ccc(C(=O)NNC(=O)CNc2cccc(Cl)c2)cc1	28.0%	1.6%	23.8%	0.1%	1.1%	3.9%	-23.6%	24.6%	-9.8%
CCOC(=O)c1cc[nH]c1CC(=O)NC	22.7%	-5.5%	1.6%	6.0%	0.0%	2.8%[57.1 µM]	?	5.1%[57.1 µM]	2.9%
O=C(Nc1ccc2c(c1)OCO2)C1CC(c2cccc(Br)c2)=NO1 (stereo not given)	?	0.0%	16.5%[56.9 µM]	0.7%	1.5%	-11.6%	-15.8%	-9.9%	14.5%

Screening results from PubChem.
